CHRM4 antagonist = human M4 muscarinic receptor antagonists, primary screen, CHO cells, Fluo-8 calcium fluorescence. CHO-hM4 cells, ACh EC80. AID 624125, 2012. Muscarinic acetylcholine receptor M4 (Homo sapiens), P08173. inhibition, % at 3 µM. hit rate 0.73% among 360,000;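 active means inhibition above its plate's cutoff, the mean inhibition of sample wells plus 3 SD, cut at about 27% in these data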;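 further: 0% = acetylcholine EC80 with DMSO and 100% = DMSO without agonist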
Target sequence (P08173 whole entry, looked up): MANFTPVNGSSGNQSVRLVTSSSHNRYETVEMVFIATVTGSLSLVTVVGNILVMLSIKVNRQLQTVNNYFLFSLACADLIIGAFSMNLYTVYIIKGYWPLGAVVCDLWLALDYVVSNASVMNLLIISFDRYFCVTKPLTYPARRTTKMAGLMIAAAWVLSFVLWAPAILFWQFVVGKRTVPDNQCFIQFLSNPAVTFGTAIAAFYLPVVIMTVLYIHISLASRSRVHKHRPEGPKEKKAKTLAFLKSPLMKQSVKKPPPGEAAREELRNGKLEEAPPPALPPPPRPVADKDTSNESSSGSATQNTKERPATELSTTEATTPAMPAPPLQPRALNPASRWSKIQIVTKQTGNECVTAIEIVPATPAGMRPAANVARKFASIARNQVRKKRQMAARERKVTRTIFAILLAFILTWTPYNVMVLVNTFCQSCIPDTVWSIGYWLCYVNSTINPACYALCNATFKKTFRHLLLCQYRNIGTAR
TAAR1 ag = human TAAR1 agonists, primary screen, Fluo-8 calcium fluorescence, CHO RD-HGA16 cells. activation, % at 3 µM. AID 624467, 2012. vehicle wells 0%, saturating PEA agonist 100%. hit rate 0.99% among 360,000. Trace amine-associated receptor 1 (Homo sapiens), Q96RJ0;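 active means activation above the mean activation of all test compounds in the run plus 3 SD, cut at about 38% in these data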
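test system = CHO RD-HGA16 cells carrying human TAAR1 plus Gα16 | schedule = 17-24 h seeding, 75 min 37 °C dye, 30 min RT | compound dosing = 3 µM single concentration | control set = DMSO and PEA EC100 | replicates = n 1 | signal = Fluo-8 fluorescence, 5 s baseline then 140 s kinetic read | measure = percent activation vs PEA EC100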
M5 PAM = human M5 muscarinic receptor positive allosteric modulators, primary screen, CHO-K1 cells, Fluo-8 calcium fluorescence | CHO-K1 hM5, ACh EC20 PAM; 0% = ACh EC20, 100% = ACh EC100 | activation, % at 3 µM | AID 624038, 2012 | hit rate 0.3% among 360,000;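 active means activation above the run cutoff, the mean activation of all test compounds plus 3 SD, cut at about 18% in these data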
Target sequence (P08912 whole entry, looked up): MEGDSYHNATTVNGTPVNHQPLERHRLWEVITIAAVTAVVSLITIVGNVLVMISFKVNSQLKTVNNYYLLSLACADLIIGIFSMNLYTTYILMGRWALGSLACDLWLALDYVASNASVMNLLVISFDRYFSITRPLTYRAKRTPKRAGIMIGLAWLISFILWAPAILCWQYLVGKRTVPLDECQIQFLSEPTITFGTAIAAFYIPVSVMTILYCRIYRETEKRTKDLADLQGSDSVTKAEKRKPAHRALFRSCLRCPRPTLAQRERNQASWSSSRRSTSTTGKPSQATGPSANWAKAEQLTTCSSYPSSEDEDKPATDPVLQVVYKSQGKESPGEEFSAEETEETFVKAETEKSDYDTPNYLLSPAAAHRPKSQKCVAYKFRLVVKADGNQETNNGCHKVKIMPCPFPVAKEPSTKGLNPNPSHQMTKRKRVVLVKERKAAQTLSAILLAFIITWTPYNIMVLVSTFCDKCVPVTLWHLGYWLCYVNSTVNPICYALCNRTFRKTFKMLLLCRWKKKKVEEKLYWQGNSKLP
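Assay system: CHO-K1 hM5 cells. Also added: acetylcholine at EC20 concentration, added after compound. Dosing: 3 µM, single dose. Times: compound preincubation 140 s before EC20 acetylcholine addition. Signal: Fluo-8 calcium fluorescence. Measure: % activation relative to EC20 and EC100 ACh responses. Repeats: singlicate, one well per test compound.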
CHRM4 agonist = human M4 muscarinic receptor agonists, primary screen, CHO-K1 cells, Fluo-8 calcium fluorescence; CHO-K1 hM4/Gqi5; vehicle 0%, full acetylcholine response 100%; activation, % at 3 µM; hit rate 0.14% among 360,000;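 active means activation above the run mean over all test wells plus 3 SD, cut at about 32% in these data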;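 further: peak over basal fluorescence ratio per well then scaled between controls; 0% = DMSO wells and 100% = acetylcholine at EC100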
M1 PAM = human M1 muscarinic receptor positive allosteric modulators, primary screen, CHO-K1 cells, Fluo-8 calcium fluorescence, 1536-well; CHO-K1 hM1, ACh EC20; 0% = ACh EC20, 100% = maximal ACh; hit rate 0.088% among 360,000; activation, % at 3 µM; Muscarinic acetylcholine receptor M1 (Homo sapiens), P11229; in the data active means activation above about 19%, passing the limit was not always enough
M1 ag = human M1 muscarinic receptor agonists, primary screen, Fluo-8 calcium fluorescence, CHO-K1 cells, HTS; CHO-K1 hM1, agonist mode; 0% DMSO, 100% acetylcholine EC100; Muscarinic acetylcholine receptor M1 (Homo sapiens), P11229; hit rate 0.33% among 360,000; activation, % at 3 µM;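 active means activation above the run's mean compound activation plus 3 SD, cut at about 16% in these data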;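 further: peak over basal fluorescence ratio within a 140 s kinetic read after compound addition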
CHRM5 antagonist = human M5 muscarinic receptor antagonists, primary screen, CHO cells, Fluo-8 calcium fluorescence; hit rate 0.59% among 360,000; CHO-hM5 cells, ACh EC80; AID 624040, 2012; Muscarinic acetylcholine receptor M5 (Homo sapiens), P08912; inhibition, % at 3 µM;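 active means inhibition above a per-plate cutoff, the mean of that plate's test compounds plus 3 SD, cut at about 27% in these data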;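 further: 0% = acetylcholine EC80 with DMSO and 100% = DMSO without agonist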
CHRM1 antagonist = human M1 muscarinic receptor antagonists, primary screen, CHO-K1 cells, Fluo-8 calcium fluorescence, 1536-well; CHO-K1 hM1, ACh EC80 antagonist; Muscarinic acetylcholine receptor M1 (Homo sapiens), P11229; inhibition, % at 3 µM; hit rate 1.3% among 360,000;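 active means percent inhibition above its own plate's cutoff, namely the mean of that plate's compound wells plus 3 SD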;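 further: peak over basal fluorescence ratio during 140 s after agonist addition; 0% = ACh EC80 plus DMSO and 100% = DMSO alone without agonist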
CHRM5 agonist = human M5 muscarinic receptor agonists, primary screen, CHO-K1 cells, Fluo-8 calcium fluorescence; Muscarinic acetylcholine receptor M5 (Homo sapiens), P08912; CHO-K1 hM5 cells; 0% DMSO wells, 100% maximal acetylcholine response; activation, % at 3 µM; hit rate 0.19% among 360,000; AID 624037, 2012;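 active means activation above the run's mean over test compounds plus 3 SD, cut at about 23% in these data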;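 further: signal is peak over basal fluorescence ratio across the kinetic read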
An asterisk follows results filed as active; . = no result given. The list is partial; count on the stated rates, not on these rows.

SMILES	CHRM4 antagonist	TAAR1 ag	M5 PAM	CHRM4 agonist	M1 PAM	M1 ag	CHRM5 antagonist	CHRM1 antagonist	CHRM5 agonist
CCOc1ccc2nc(SCC(=O)NC3CCCCC3)[nH]c2c1	7	-6	3	1	4	-6	-14	1	-2
CSCCC(NC(=O)c1ccc([N+](=O)[O-])cc1Cl)C(=O)OCC(=O)NCCCc1ccccc1 (stereo unspecified)	7	5	1	7	2	-3	0	2	2
COc1cccc(CN2CC(C(=O)NCc3ccc(Cl)s3)CCC2=O)c1 (stereo unspecified)	8	2	-4	1	-5	-3	8	8	-4
Cc1cccc(CNc2ncnc3ccc(-c4ccc5c(c4)OCO5)cc23)c1	11	5	-4	-1	5	-9	17	-5	-9
Cc1ccc(S(=O)(=O)N2CC(O)C[C@H]2C(=O)OCC(=O)Nc2ccc(N3CCCCC3)cc2)cc1C (stereo partly specified)	-5	3	6	2	19	4	1	-11	-1
COc1ccc(CNC(=O)CN(C(=O)c2snc(C(N)=O)c2N)c2ccc(OC)c(OC)c2)cc1	-23	1	-2	3	5	-2	-4	-11	-1
COc1ccc(-n2c(=O)c(CCC(=O)N3CCN(c4ccccc4O)CC3)nc3ccccc32)cc1	7	11	-3	8	-7	-4	8	2	0
COc1ccc(S(=O)(=O)N2CCC(C(=O)NCCC3=CCCCC3)CC2)cc1OC	-1	3	-7	2	2	-5	8	-20	1
CCOc1ccc(NC(=O)C2CCCN(S(=O)(=O)c3c(C)n[nH]c3C)C2)cc1 (stereo unspecified)	0	6	-10	3	2	-2	3	0	2
O=C1c2ccccc2C2NC(=O)C3(CCCCC3)N12 (stereo unspecified)	-2	15	0	1	12	-3	-2	-7	0
CC(C)[C@H](NC(=O)OC(C)(C)C)c1nnc(S(=O)(=O)Cc2c(F)cccc2Cl)o1	43*	1	-3	2	-3	-7	8	11	-2
CCOc1ccc(C(=O)N[C@H](C(=O)Nc2cccc(S(=O)(=O)N3CCOCC3)c2)C(C)C)cc1	-2	2	1	0	0	-6	7	-2	-2

The list goes on, starting with the last 4 of the part before.
SMILES	CHRM4 antagonist	TAAR1 ag	M5 PAM	CHRM4 agonist	M1 PAM	M1 ag	CHRM5 antagonist	CHRM1 antagonist	CHRM5 agonist
CCOc1ccc(NC(=O)C2CCCN(S(=O)(=O)c3c(C)n[nH]c3C)C2)cc1 (stereo unspecified)	0	6	-10	3	2	-2	3	0	2
O=C1c2ccccc2C2NC(=O)C3(CCCCC3)N12 (stereo unspecified)	-2	15	0	1	12	-3	-2	-7	0
CC(C)[C@H](NC(=O)OC(C)(C)C)c1nnc(S(=O)(=O)Cc2c(F)cccc2Cl)o1	43*	1	-3	2	-3	-7	8	11	-2
CCOc1ccc(C(=O)N[C@H](C(=O)Nc2cccc(S(=O)(=O)N3CCOCC3)c2)C(C)C)cc1	-2	2	1	0	0	-6	7	-2	-2
Cc1nn(C)c(Oc2ccc(Cl)cc2)c1C(=O)Nc1ccc(F)cc1F	-6	7	-3	10	-7	-6	3	8	-1
CC(C)CN(C(=O)c1ccc(=O)n(C)n1)c1nc2ccccc2s1	-3	1	1	-1	9	0	-1	5	-1
CC1=C(/C=C/C(C)=C/C=C/C(C)=C/CO)C(C)(C)CCC1	-6	0	-1	2	3	-3	-3	-9	2
CC(=O)Nc1ccc(S(=O)(=O)NCc2ccncc2)cc1	4	1	-5	0	4	-2	13	1	-1
COc1ccc2cc(C(=O)NCc3ccccc3CN3CCCC3)ccc2c1	15	6	0	2	-15	-6	5	15	-9
COC(=O)CNC(=O)c1cccc(-c2ccc(OC)cc2)c1	-6	2	-3	2	7	-6	5	-6	-2
O=C(c1cc(F)ccc1F)N1CCC(N2CCC(C(=O)N3CCCC3)CC2)CC1	-18	0	-2	2	9	-4	-5	-19	-4
NC(N)=Nc1nc(-c2ccccc2)c2cc(F)ccc2n1	1	1	14	-1	-6	-8	-2	6	-17
COc1ccccc1C(=O)OCC(=O)NC1CCCC1	6	4	-12	7	-3	-5	9	6	-3
CCC(C(=O)OC)n1cnc2c(nnn2-c2ccc(F)cc2)c1=O (stereo unspecified)	-17	1	1	1	14	0	-8	-19	1
CCOc1ccc(CCNC(=O)c2cc3ccccn3n2)cc1OCC	0	3	-10	13	-7	2	2	2	6
COc1ccccc1N1CCN(C(=O)CCc2nnc3ccc(N4CCC(C)CC4)nn23)CC1	12	7	-5	15	-6	-1	4	14	0
Cc1cc(C)c(NC(=O)CN(C)C(=O)CCN2C(=O)C3CCCCC3C2=O)c(C)c1 (stereo unspecified)	-1	1	-3	1	4	-3	15	-6	1
COc1ccc(N2CCN(C(CNC(=O)c3ccc4c(c3)OCO4)c3cccnc3)CC2)cc1 (stereo unspecified)	-2	-1	4	1	10	-4	-3	-14	-3
Cc1ccc(CSc2ncnc3c2cnn3-c2ccc(C)cc2)cc1	4	0	1	0	-1	-5	1	3	-1
CC(=O)N1CC(C)c2scc(C)[n+]2-c2ccccc21 (stereo unspecified)	-11	1	-2	0	11	-6	-2	-16	2
COc1ccc(CNC(=O)[C@@H](NC(=O)C2CCN(C(=O)[C@@H](N)CCSC)CC2)C(C)C)cc1	-17	0	3	3	3	3	0	4	2
O=C(Nc1ccccc1)c1cc2ccccc2o1	-2	0	-1	0	2	-6	-1	-25	-6
COc1ccc(NC(=O)N2c3ccccc3C(C)=CC2(C)C)cc1	-1	0	-7	0	-5	-6	6	3	-1
Clc1ccc2nc(-c3ccccc3)nc(C(Cl)Cl)c2c1	1	-1	10	0	6	-3	-6	-5	-1
CCc1nnc(NC(=O)Nc2ccc(Cl)cc2)s1	5	18	-6	2	7	0	-3	-4	-3
O=C(Nc1cccc(Cl)c1)Nc1ccnc(-c2cccnc2)n1	8	20	-17	16	-13	-2	14	17	4
Cc1cc(NC(=O)CNCC(c2ccccc2)N(C)C)c([N+](=O)[O-])cc1C (stereo unspecified)	2	0	-5	1	-7	-8	10	15	-4
Cc1ccc(C(=O)N/C(=C\c2ccc(Br)cc2)c2nc(=S)[nH][nH]2)cc1	-5	7	1	4	8	0	4	-11	2
O=c1cc(-c2ccc(O)c(O)c2)oc2cc(O)cc(O)c12	10	16	6	0	2	-1	11	3	3
COc1ccc(Cl)cc1C(=O)NNC(=O)c1cccs1	-18	1	-4	2	6	1	-5	-20	3
Cc1ccc(S(=O)(=O)CCC(=O)OC(C)C(=O)Nc2ccc(N3CCOCC3)cc2)cc1 (stereo unspecified)	-4	0	2	2	6	-4	5	-5	3
O=c1c2c(-c3ccccc3)csc2ncn1/N=C/c1cccc([N+](=O)[O-])c1O	-5	12	0	0	4	-2	11	-12	0
Cc1noc(C)c1S(=O)(=O)Nc1ccc(C(=O)NCCc2ccccc2)cc1	-5	0	7	2	5	-2	-17	-9	-6
COc1ccc(CC(=O)OC(C)CN2CCOCC2)cc1 (stereo unspecified)	-9	6	-8	1	9	-7	6	-8	-2
CNC(=O)c1cc(Nc2nnc(C)c3ccccc23)ccc1OC	-6	0	-2	1	-6	-3	3	10	-7
Cc1ccc(SCCC(=O)NCc2ccccn2)cc1	9	2	-3	1	2	-3	6	-4	-3
CC(C)(C)C(=O)Nc1nnc(SCC(=O)NC2CCCCC2)s1	-4	-4	1	4	8	-4	-5	-17	-1
CC(C)(C)OC(=O)CC1(C#N)c2ccccc2C(Br)=CN1C(=O)c1ccccc1 (stereo unspecified)	-10	18	-5	0	-7	-6	12	2	-2
COc1cccc(C(=O)NCCS(=O)(=O)NCc2cccs2)c1	-4	0	0	2	14	8	-1	2	-1
Cn1c(=O)c2ccccc2n(CC(=O)NC2CCCCC2)c1=O	0	-3	2	3	13	-2	8	-3	-4
COc1cc(CCN(C(=O)c2cccc(S(C)(=O)=O)c2)C(CCc2ccccc2)c2nc3ccccc3[nH]2)cc(OC)c1 (stereo unspecified)	-26	6	-16	11	-4	-7	11	4	-1
COc1cc(OC)c(C(=O)OCN2C(=O)c3ccccc3C2=O)cc1OC	7	4	2	2	-4	-2	4	11	0
CC(C)(C)c1ccc(NC(=O)CON=C(N)c2ccccc2)cc1	-9	0	3	0	10	1	-5	-6	-3
Cc1ccccc1C(=O)N1CCC(C(=O)Nc2ccc3c(c2)OCO3)CC1	2	-1	2	2	7	-6	-7	-1	-1
CCc1nc2ccc(C(=O)Nc3ccc(OC)c(OC)c3)cn2c1N(C)C(=O)c1cccc(OC)c1	-11	-1	-3	4	0	-3	-4	-7	-2
Cc1c(Cl)cccc1NC(=O)CNC(=O)c1ccc(F)cc1	21	7	-8	2	13	-3	8	-5	0
CCN(CC)C(=O)c1csc(Nc2ccc(C)cc2)n1	1	8	-1	-1	4	-4	-3	2	-1
Cc1cc(C)cc(NS(=O)(=O)Cc2ccccc2)c1	11	-1	-3	-2	12	1	20	-2	0
COc1ccc(/C=N/Nc2nnc(-c3ncc[nH]3)c3ccccc23)cc1	-3	.	3	-1	4	-5	-2	-4	4
CCOc1ccc(NC(=O)CSc2nnc(C)n2Cc2ccccc2)cc1	-2	15	-1	2	3	-2	-2	-7	-3
CC(C)C12NC(=O)NC(=O)N1CCS2 (stereo unspecified)	-13	2	1	0	14	2	-1	-22	5
CC(NS(=O)(=O)c1c(N)n(C)c(=O)n(C)c1=O)c1ccccc1 (stereo unspecified)	7	3	-10	1	3	-2	23	-5	-1
CCCCS(=O)(=O)C1CCS(=O)(=O)C1 (stereo unspecified)	-7	7	-3	0	3	-3	-3	-17	-3
CCCCNC(=O)c1c[nH]c2ccc(S(=O)(=O)N3CCOCC3)cc2c1=O	7	1	-1	0	-10	-4	4	22	-1
O=C(N/N=C/c1cccc([N+](=O)[O-])c1)c1cc2ccccc2o1	4	7	-4	1	10	-6	11	-11	-3
Cc1cccc2c1cnn2C(=O)CCC(=O)NC1CCCCC1	-11	5	-3	1	5	-2	2	0	0
O=C1CCCCC1Sc1nnc(-c2ccc3c(c2)OCO3)o1 (stereo unspecified)	-1	2	7	3	7	-3	-4	-11	0
Cc1cccc(N2CCN(C(=O)c3cccc(N4CCCC4=O)c3)C(C)C2)c1 (stereo unspecified)	0	8	-6	13	4	2	7	-3	2
COc1cccc(CNS(=O)(=O)c2ccc(N3CCCC3=O)cc2)c1	-8	2	-6	10	13	1	3	-10	2

Assay outcomes from PubChem BioAssay.
